Assay outcomes deposited in PubChem by several laboratories.
TWEAK-Fn14 inh – inhibitors of TWEAK-Fn14 signaling, primary screen, luciferase reporter cells, uHTS; TWEAK-stimulated Fn14 reporter cells, luciferase luminescence, 8 h; 2% of 360,000 active; AID 1159606, 2016; inhibition, % at 10 µM; in the data active = inhibition above about 50%
TRAIL sens C8 – viability loss with TRAIL in NB7+C8 cells, primary screen, TRAIL sensitizer project, cell-based, ATPlite luminescence; inhibition (viability loss, TRAIL sensitization), % at 10 µM; 1% of 360,000 active;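 active = compounds causing at least 50% loss of cell viability in the single-dose screen, relative to plate controls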
NCOA2 inhibitor – inhibition of GAL4-SRC2 driven luciferase reporter, primary screen, SRC2 inhibitor project, cell-based, luminescence | inhibition, % at 9 µM | Nuclear receptor coactivator 2 (Homo sapiens), Q15596 | HEK293 GAL4-SRC2 luciferase reporter | 0.17% of 370,000 active;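 active = inhibition above the mean inhibition of all tested compounds plus 3 SD, set per campaign, cut at about 52% in these data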;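 note: 0% = DMSO treated cells and 100% = cells given Gossypol at 36 µM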
COUP-TFII inh – NR2F2 transcriptional activity inhibitors, primary screen, cell-based, luciferase reporter, HEK293T, luminescence; 0.7% of 370,000 active; inhibition, % at 8.6 µM; HEK293T NGFI-A luciferase reporter; COUP transcription factor 2 (Homo sapiens), P24468;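 active = inhibition above a per-plate cutoff, mean inhibition of test wells between control levels plus 3 SD, cut at about 38% in these data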;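 note: cells cotransfected with COUP-TFII expression vector driving the NGFI-A reporter; 0% = median of COUP-TF2 test wells and 100% = reporter-only cells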
NR5A2 inv ag – LRH-1 (NR5A2) inverse agonists, primary screen, cell-based, luminescence, HEK293T, StAR-luciferase reporter. Nuclear receptor subfamily 5 group A member 2 (Homo sapiens), O00482. LRH-1 transfected, 24 h. inhibition, % at 3.6 µM. 0.13% of 360,000 active;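 active = inhibition above the mean inhibition of all tested compounds plus 3 SD, cut at about 73% in these data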;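 note: 0% = DMSO wells and 100% = reporter-only cells lacking LRH-1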
SRC1 inh – SRC1 coactivator transcriptional activity inhibitors, primary screen, cell-based, luminescence | Nuclear receptor coactivator 1 (Homo sapiens), Q15788 | HEK293 GAL4-SRC1 luciferase reporter | inhibition, % at 3.6 µM | 0.12% of 360,000 active;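 active = inhibition above the campaign mean plus 3 SD, with each screening campaign given its own cutoff, cut at about 60% in these data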;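 note: 0% = DMSO treated cells and 100% = gossypol at 36 µM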
CF NFkB inh – inhibitors of PAF-induced NF-kB signaling, primary screen, cell-based, GFP fluorescence, uHTS; KKLEB NF-kB-GFP reporter, GFP fluorescence overnight; inhibition, % at 5 µM; 0.86% of 360,000 active;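 active = at least 50% inhibition at 5 µM, scaled per plate between neutral and stimulator controls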;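 note: PAF is a Pseudomonas aeruginosa culture filtrate used as stimulus; plate controls were PAF-stimulated DMSO wells for no effect and unstimulated DMSO wells for full effect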
KKLEB cytotox – cytotoxicity in KKLEB CF airway cells, primary screen, cytotoxicity control for CF NF-kB inhibitor project, cell-based, uHTS, fluorescence assay plates. KKLEB CF airway cells viability, ATPlite luminescence, overnight; active compounds read low; cells stimulated with P. aeruginosa culture filtrate. activity change (cytotoxicity), % at 5 µM. 0.36% of 360,000 active;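 active = corrected activity change at or below -50% at 5 µM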
SRC3 inh – SRC3 coactivator transcriptional activity inhibitors, primary screen, cell-based, luminescence; Nuclear receptor coactivator 3 (Homo sapiens), Q9Y6Q9; HEK293 GAL4-SRC3 luciferase reporter; inhibition, % at 3.6 µM; 0.17% of 360,000 active;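 active = inhibition above a per-campaign cutoff, the mean of all compounds plus 3 SD, cut at about 60% in these data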;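 note: 0% = DMSO-treated cells and 100% = gossypol-treated cells at 36 µM; higher means less SRC3-driven luciferase light from the GAL4 reporter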
Target sequence (Q9Y6Q9 whole entry, looked up, the tested form may be a part): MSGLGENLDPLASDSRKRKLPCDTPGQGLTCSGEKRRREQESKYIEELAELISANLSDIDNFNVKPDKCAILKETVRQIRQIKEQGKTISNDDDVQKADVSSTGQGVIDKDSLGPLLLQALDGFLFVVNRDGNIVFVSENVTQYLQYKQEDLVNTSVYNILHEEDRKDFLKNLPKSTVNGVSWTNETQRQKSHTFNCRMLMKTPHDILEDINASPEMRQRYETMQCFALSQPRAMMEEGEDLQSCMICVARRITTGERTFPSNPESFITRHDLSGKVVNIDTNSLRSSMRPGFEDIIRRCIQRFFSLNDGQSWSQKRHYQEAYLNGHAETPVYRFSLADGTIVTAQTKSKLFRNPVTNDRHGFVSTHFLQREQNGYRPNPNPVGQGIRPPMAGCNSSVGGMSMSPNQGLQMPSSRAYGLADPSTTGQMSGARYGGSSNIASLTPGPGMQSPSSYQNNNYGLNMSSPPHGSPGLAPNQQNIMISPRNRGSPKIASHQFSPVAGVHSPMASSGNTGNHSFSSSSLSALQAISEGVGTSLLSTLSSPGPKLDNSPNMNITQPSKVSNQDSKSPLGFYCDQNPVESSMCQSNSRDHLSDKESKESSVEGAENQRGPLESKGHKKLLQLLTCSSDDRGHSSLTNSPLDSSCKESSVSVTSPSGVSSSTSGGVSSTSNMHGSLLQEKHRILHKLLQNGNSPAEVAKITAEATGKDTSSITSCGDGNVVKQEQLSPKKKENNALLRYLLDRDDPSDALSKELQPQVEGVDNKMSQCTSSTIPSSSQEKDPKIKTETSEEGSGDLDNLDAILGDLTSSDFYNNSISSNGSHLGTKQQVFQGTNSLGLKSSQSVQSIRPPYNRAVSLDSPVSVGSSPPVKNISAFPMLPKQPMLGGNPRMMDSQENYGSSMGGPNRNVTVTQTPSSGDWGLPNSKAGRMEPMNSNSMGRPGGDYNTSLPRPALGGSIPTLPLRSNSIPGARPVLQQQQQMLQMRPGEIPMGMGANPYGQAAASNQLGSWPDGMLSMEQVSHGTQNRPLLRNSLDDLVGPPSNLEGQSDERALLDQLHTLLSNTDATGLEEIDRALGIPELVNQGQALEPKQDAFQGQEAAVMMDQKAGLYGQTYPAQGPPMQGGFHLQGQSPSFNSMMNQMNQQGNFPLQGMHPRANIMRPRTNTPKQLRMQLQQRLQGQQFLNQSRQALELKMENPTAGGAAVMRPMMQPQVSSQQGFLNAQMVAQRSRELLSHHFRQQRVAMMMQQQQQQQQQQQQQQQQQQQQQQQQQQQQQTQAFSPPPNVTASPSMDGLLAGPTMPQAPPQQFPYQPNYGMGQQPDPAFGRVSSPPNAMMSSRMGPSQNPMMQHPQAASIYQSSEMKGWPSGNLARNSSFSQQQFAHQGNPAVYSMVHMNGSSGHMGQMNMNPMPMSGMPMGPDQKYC
EBV LMP1 NFkB – EBV LMP1-driven NF-kappaB luciferase reporter inhibitors, primary screen, cell-based, luminescence, single point | LMP1-induced NF-kappaB luciferase reporter cells | inhibition, % at 12.5 µM | 0.69% of 350,000 active; in the data active = inhibition above about 41%;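 note: 0% = neutral control wells and 100% = reference inhibitor control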
TROY NFkB inh – inhibitors of TROY-driven NF-kB signaling, primary screen, Q293 LMP1-TROYcd cells, NF-kB luciferase, uHTS; Q293 LMP1-TROYcd NF-kB luciferase reporter, 4 h; inhibition, % at 10 µM; 0.98% of 360,000 active;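 active = compounds whose plate-normalised and pattern-corrected inhibition of the luciferase reporter signal at the single screening dose is 50% or more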
Starred values were filed as active, the others as inactive; / = not tested or not shown.

SMILES	TWEAK-Fn14 inh	TRAIL sens C8	NCOA2 inhibitor	COUP-TFII inh	NR5A2 inv ag	SRC1 inh	CF NFkB inh	KKLEB cytotox	SRC3 inh	EBV LMP1 NFkB	TROY NFkB inh
Cn1c(NN)nc2sc3c(c2c1=O)CC(C)(C)OC3	-2.1	0.2	-5.2	-1.2	2.7	0.6	9.3	-3.8	-0.6	-0.6	2.7
CN1CCN(c2ccc(NC(=O)COc3ccc(Cl)cc3Cl)cc2)CC1	6.2	1.6	8.4	1.4	33.1	6.0	4.6	0.1	12.6	-24.9	3.8
O=C(Nc1ccccc1Cl)N1CCN(c2ncccn2)CC1	-20.5	3.1	-6.8	-7.8	0.5	11.6	6.0	-3.2	8.6	4.9	-14.7
NC(=S)N/N=C/c1ccc(-c2ccccc2)o1	-9.3	2.4	-29.3	0.4	15.4	0.3	-20.8	0.7	-8.2	-3.8	-16.6
COc1cccc(-c2cc(C(=O)Nc3c(C)nn(Cc4ccccc4)c3C)no2)c1	27.5	-7.9	/	/	-6.6	11.2	-2.6	12.7	9.2	6.4	5.6
Cc1ccc(OS(=O)(=O)c2ccc(-c3csc(C)n3)s2)c(C)c1	-2.7	6.7	12.6	3.1	-6.9	-20.2	-5.0	-2.1	5.9	-10.7	-16.4
CC(C)CNC(=O)COC(=O)CNC(=O)c1cc(Cl)cc([N+](=O)[O-])c1	-6.5	5.6	-18.1	-10.0	0.0	6.8	4.8	11.6	14.7	3.2	-13.5
COc1ccc(S(=O)(=O)N=Nc2c(O)[nH]c3ccccc23)cc1	18.6	-3.2	-19.6	11.8	8.4	1.9	13.3	8.4	-12.9	2.2	9.8
CCOCC(=O)Nc1nnc(Cc2ccc(OC)c(OC)c2)s1	4.5	-18.7	-14.3	18.1	10.2	1.8	6.2	12.7	8.0	19.6	17.3
CN(Cc1nc2ccccc2c(=O)[nH]1)Cc1nc2ccsc2c(=O)[nH]1	-0.4	-0.8	-7.9	6.9	-4.6	0.1	7.5	14.8	-1.2	-9.0	-12.0
O=C(NCc1ccccc1F)Nc1nnc([C@@H]2C[C@H](O)[C@@H](CO)O2)s1	1.7	-13.0	-5.9	-14.9	0.7	-5.5	-13.6	3.3	0.1	/	-19.6
CN(C)CCN(Cc1ccco1)c1ccccn1	0.6	-11.4	-35.0	8.0	-12.6	-24.9	-6.9	4.1	-0.9	0.2	5.7
CC(/C=C/c1ccccc1)=N\NC(=O)c1cc(C)nc2ccccc12	-15.0	37.6	-12.4	-2.3	24.3	-16.3	-10.4	7.6	14.6	-5.2	11.7
COc1ccc(COC(=O)CN2C(=O)NC3(CCCC3)C2=O)cc1F	-3.6	-17.8	0.6	15.9	18.4	-8.4	0.8	-12.8	1.7	3.9	-15.4
Cc1c(C(=O)N2CCN(C(=O)c3ccco3)CC2)oc2c(Cl)cccc12	-15.8	6.1	-0.1	0.4	-12.4	-4.9	-1.4	-3.2	3.2	13.3	-8.9
CN1CCCCc2c1[nH]c1ccccc1c2=O	-15.7	7.8	-17.1	-10.0	23.9	-37.9	-10.5	3.7	-7.3	6.4	12.6
Cc1ccc(OCC(=O)n2nc(C)cc2C)c(C)c1	-5.5	3.4	-8.0	7.0	3.6	-4.4	10.9	-5.4	1.5	11.0	-32.5
CCN(CC)C(=O)CSc1nc2ccccc2c(=O)n1OC(C)C	5.0	12.2	17.9	-11.8	7.2	9.9	-0.3	-6.7	5.5	0.9	-10.7
O=C(CCc1ccccc1)Nc1nnc(-c2ccc3c(c2)OCCO3)o1	-3.4	-1.5	-2.1	-26.8	7.5	9.8	-4.3	14.6	4.1	-8.4	-19.0
Cc1sc2ncnc(N(C)Cc3ccco3)c2c1C	4.5	-14.5	10.2	-2.2	-2.2	11.1	9.5	-0.3	-8.1	8.8	6.3
Cc1ccc(OCC(=O)Nc2ccc3c(c2)OCO3)c(C)c1	-14.8	17.5	-36.0	-16.8	-75.1	-104.0	-3.1	-4.3	-105.3	-15.5	-52.4
O=c1oc2ccccc2c(NCCO)c1[N+](=O)[O-]	-5.6	-8.5	9.3	16.7	11.0	-0.6	-5.2	-47.9	6.5	-2.0	0.3
S=C(NCCCN1CCOCC1)NC1CC1	-8.6	-1.0	11.9	0.0	-5.2	-8.6	-2.8	7.6	14.7	-1.8	14.9
N#C/C(=C/c1ccc(OC(=O)c2ccc(Br)s2)cc1)c1nc2ccccc2[nH]1	-20.7	35.4	-59.7	-1.1	-48.0	-47.5	-1.5	-14.7	-23.1	-13.9	-35.6
O=C1CS/C(=N\N=C\c2ccco2)N1c1ccccc1	-2.8	-5.1	-13.6	6.6	7.4	-26.9	-14.3	-11.3	-1.8	-3.6	0.1
O=C1NC(=O)/C(=C/c2cccc3ccccc23)S1	-0.7	-8.8	-8.6	-7.4	-13.8	13.1	9.8	-13.4	2.6	-3.2	-12.4
O=C(COc1ccc(C(=O)c2ccccc2)cc1)NCC(=O)Nc1ccccc1Br	0.0	-5.9	11.5	2.8	10.0	5.2	-2.2	12.4	2.6	7.8	15.0
COc1cccc(CNc2ncn[nH]2)c1OCc1ccccc1F	-10.9	-4.6	15.7	-18.6	-7.5	0.4	-1.0	10.8	-2.3	-7.4	-9.1
Cc1ccc(SCC(=O)NCCc2ccccc2)cc1	-18.4	-25.7	-4.4	-16.2	2.9	-34.5	25.8	-10.1	-22.9	0.0	-52.7
CC1=C(C(=O)NCCc2ccc(C)cc2)C2(CCC(C)CC2)OC1=O (stereo not drawn)	-8.2	3.5	21.4	14.6	20.3	-51.0	21.7	11.1	5.6	-6.1	-13.0
Cn1ccsc1=NC(=O)c1cc(S(=O)(=O)N2CCOCC2)ccc1F	0.6	11.3	-10.3	5.2	3.3	3.9	-12.7	-19.1	7.1	4.0	7.2
O=C(NCCCNC(=O)c1ccccn1)c1ccc(F)cc1	-1.1	-14.4	-65.7	10.3	-1.8	-36.9	-9.5	-3.2	19.0	-3.2	3.0
CCOC(=O)c1cc(-c2ccc(C)cc2)n(CC(=O)NCc2ccco2)c1C	-27.7	-5.3	1.4	-10.0	6.2	-2.1	11.0	0.1	3.6	-13.4	-3.1
Cc1cc(NC(=O)Cn2c(=O)c3c(ncn3CCC(C)C)n(Cc3ccccc3)c2=O)no1	-16.2	0.4	13.2	5.5	6.0	2.4	12.5	-2.3	-1.5	-6.6	-15.0
O=C1CCc2cccc(O)c2N1	2.6	10.7	-6.5	1.8	8.8	4.7	20.7	10.0	13.0	-1.6	-4.5
CCN(CC)S(=O)(=O)c1ccc(O)c(C(=O)OCC(=O)Nc2ccc(OC(F)(F)F)cc2)c1	19.7	-5.2	-7.4	-4.1	-7.4	-10.3	12.5	-8.7	14.1	8.8	46.6
CC1(C)C(C(=O)O)N2C(=O)C(NC(=O)Cc3ccccc3)C2S1=O (stereo not drawn)	10.8	5.8	-2.8	-17.0	-1.5	-19.8	-1.8	0.3	-3.0	-8.6	16.4
CCCCn1c(N)c(N(CC)C(=O)c2cccc(S(=O)(=O)N3CCCc4ccccc43)c2)c(=O)[nH]c1=O	1.2	-13.4	1.1	5.1	2.7	-7.2	-12.9	18.3	10.7	6.8	-9.3
O=C1NC2(CCCCC2)Cc2ccccc21	6.3	-1.3	-11.5	-4.8	21.8	-12.1	-6.6	4.2	10.6	13.7	-9.0
CC(=O)Nc1cccc(NC(=O)CSc2nc(=O)n(Cc3ccccn3)c3c2CCC3)c1	3.9	2.3	-1.0	-0.1	5.0	3.7	19.8	-6.4	11.2	-1.8	5.2
Cc1nonc1C1CCCN1Cc1nc(-c2ccc(F)cc2F)oc1C (stereo not drawn)	3.7	-3.7	-14.6	10.7	-6.7	11.1	-1.4	11.5	-9.7	5.3	14.7
CCc1nc2ccc(C(=O)N(C)Cc3ccccc3)cn2c1N(CC)CCN(C)C	-16.5	-0.4	-12.8	11.9	-20.3	-4.0	-8.3	3.1	-16.4	/	-19.0
COC(=O)C(C(=O)OC)C(C(C)C)C(C(=O)OC)C(=O)OC	23.6	-9.0	-13.4	-3.3	12.1	-20.2	-1.4	-1.1	-3.0	3.8	7.7
COc1ccc(CCNC(=O)Nc2ccc3c(c2)c(=O)n(C)n3CC=C(C)C)cc1OC	-9.3	1.8	-9.8	2.1	0.2	-4.3	-26.7	-1.9	-4.2	/	-1.9
COc1ccc2c(C)c(Cl)c(=O)oc2c1	-15.7	-8.4	-22.9	-15.3	-10.8	3.5	-22.7	9.8	4.1	2.3	-4.8
O=C(O)CCS(=O)(=O)c1nc(-c2cccs2)cc(C(F)(F)F)n1	8.9	-17.4	-4.7	-10.6	-1.5	2.3	16.5	-1.2	3.5	-1.0	10.6
Cc1cccc(OCC(=O)NCc2n[nH]c(=O)c3ccccc23)c1	-19.7	-12.8	-6.5	2.8	-15.9	0.6	-38.9	-5.1	6.2	-1.8	-22.1
O=C(CSc1nc2sc3c(c2c(=O)[nH]1)CCCC3)NCCO	-5.8	-11.1	-6.5	2.9	5.2	-13.3	-5.5	-0.9	-3.0	-3.3	-0.6
O=C1C(=O)N(CCCN2CCOCC2)C(c2ccc(Cl)cc2)/C1=C(\O)c1ccc2c(c1)OCCO2 (stereo not drawn)	-18.3	5.9	-6.2	-4.1	-1.6	-0.9	4.4	-0.9	5.3	2.4	-20.0
COc1cccc(NC(=O)CC2COc3ccccc3O2)c1 (stereo not drawn)	-19.9	-4.7	-5.1	-5.2	-27.0	-27.1	21.2	-0.8	11.0	-3.4	-5.6
CCN(CC)c1nc(C)nc2c1sc(=S)n2C	12.9	-11.1	8.6	6.3	1.2	9.5	38.5	-12.3	18.9	12.0	23.6
O=C(COC(=O)C1CCC1)Nc1cccc(Cl)c1	-15.3	-12.4	0.7	8.2	5.8	-19.6	0.7	-9.0	-6.9	-9.5	-18.0
Cc1ccc(O)c(/C=N/NC(=O)COc2ccc3c(C)cc(=O)oc3c2)c1	-69.1	2.8	-27.1	7.0	-4.1	-5.6	-6.5	6.8	-12.5	-6.7	6.7
CSc1ccc(/C=N/n2c(Cc3ccc(Br)cc3)n[nH]c2=S)cc1	-7.7	-14.3	-14.2	-6.0	3.3	-0.2	5.7	13.1	17.4	1.4	-29.8
Cc1nc(COc2cc3oc(=O)cc(C)c3cc2Cl)cs1	-18.6	-0.9	-9.5	-5.8	-10.4	-6.2	-38.8	14.3	-21.5	-8.7	1.3
